Compound activity from PubChem.
BAP1 inh: human BAP1 deubiquitinase inhibition. Q92560. recombinant BAP1, Ub-AMC hydrolysis fluorescence kinetic; hits give low values. activity remaining (% of control), % at 20 µM. 0.48% of 72,000 active. AID 436;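 active means activity remaining at or below 50% of control, provided the compound also passes the data quality filters; inactive means the rest, including low values that fail the filters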;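 further: 100% = DMSO wells rate and 0% = substrate alone blank rate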
Target sequence (Q92560 whole entry, looked up): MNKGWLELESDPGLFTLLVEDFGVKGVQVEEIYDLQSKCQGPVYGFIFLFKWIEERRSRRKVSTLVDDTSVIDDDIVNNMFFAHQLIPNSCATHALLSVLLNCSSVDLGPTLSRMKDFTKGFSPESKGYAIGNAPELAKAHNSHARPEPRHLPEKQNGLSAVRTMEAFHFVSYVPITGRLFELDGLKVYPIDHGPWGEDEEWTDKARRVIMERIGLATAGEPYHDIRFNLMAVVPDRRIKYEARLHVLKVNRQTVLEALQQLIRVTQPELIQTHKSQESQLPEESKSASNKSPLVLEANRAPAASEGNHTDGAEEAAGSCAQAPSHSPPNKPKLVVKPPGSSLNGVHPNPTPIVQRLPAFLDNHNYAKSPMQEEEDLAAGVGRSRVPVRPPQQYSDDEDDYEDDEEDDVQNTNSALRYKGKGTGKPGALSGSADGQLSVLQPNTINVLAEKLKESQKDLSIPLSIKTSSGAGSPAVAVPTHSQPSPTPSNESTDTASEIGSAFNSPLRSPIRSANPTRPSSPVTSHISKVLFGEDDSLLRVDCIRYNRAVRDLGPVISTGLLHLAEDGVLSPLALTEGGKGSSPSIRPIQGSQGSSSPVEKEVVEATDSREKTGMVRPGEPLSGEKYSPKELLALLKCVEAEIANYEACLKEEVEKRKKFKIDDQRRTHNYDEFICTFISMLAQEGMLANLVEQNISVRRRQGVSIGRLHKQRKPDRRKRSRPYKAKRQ
HePTP inh: blocks human HePTP tyrosine phosphatase | recombinant HePTP phosphatase activity, OD absorbance | inhibition, % at 20 µM | 0.64% of 110,000 active | AID 521; in the data active means inhibition above about 50%;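 further: plate controls were vehicle for no effect and reference inhibitor for full effect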
An asterisk follows results filed as active; & = joins results of further samples.

For CCN1C(=O)C(C(=O)Nc2ccc(OC)cc2)C2CC1(C)Oc1ccccc12 (configuration not stated) the results were BAP1 inh 106.4 and HePTP inh -0.3.
`COc1cccc(OC)c1OCCCCCc1c(C)n[nH]c1C` gave BAP1 inh 108.0 and HePTP inh 4.1.
For COc1ccc(C2/C(=C(\O)c3ccccc3)C(=O)C(=O)N2CCCCCC(=O)O)cc1 (configuration not stated) the results were HePTP inh -5.4.
Screening Cc1ccc(C)c(NC(=O)CC(C)Cc2ccc(Cl)cc2)c1 (configuration not stated) returned BAP1 inh 72.2.
For Cc1ccc(/C=C/C(=O)Nc2cccc(C(F)(F)F)c2)o1 the results were HePTP inh -17.9.
Screening COc1cc(OC)cc(C(=O)N2CCN(c3ccccc3F)CC2)c1 returned BAP1 inh 88.9 and HePTP inh 3.3.
`CN1C(=O)NC(=O)/C(=C\c2cc(Cl)c(OCC(=O)O)c(Cl)c2)C1=O` gave HePTP inh -0.6.
COc1ccccc1C1(CC(=O)O)CCOC(C)(C)C1 (configuration not stated) was read as BAP1 inh 97.6 and HePTP inh -5.6.
For Cc1ccc(/C=C/C2=Cc3c(sc(NC(=O)CSc4n[nH]c(N)n4)c3C#N)C(C)(C)C2)o1 the results were HePTP inh 3.1.
For O=C(O)CNS(=O)(=O)c1ccc(Br)s1 the results were BAP1 inh 99.6 and HePTP inh -6.1.
Screening CCc1cc(C)cc(OCCOc2ccc([N+](=O)[O-])cc2/C=C2/SC(=S)N(C)C2=O)c1 returned HePTP inh -24.0.
COc1ccc(C2=NN(C(C)=O)C(c3ccccc3)C2)cc1 (configuration not stated) was read as HePTP inh 5.9.

Part of the list above in order of SMILES length, descending:
For COc1ccc(C2/C(=C(\O)c3ccccc3)C(=O)C(=O)N2CCCCCC(=O)O)cc1 (configuration not stated) the results were HePTP inh -5.4.
For CCN1C(=O)C(C(=O)Nc2ccc(OC)cc2)C2CC1(C)Oc1ccccc12 (configuration not stated) the results were BAP1 inh 106.4 and HePTP inh -0.3.
For Cc1ccc(/C=C/C(=O)Nc2cccc(C(F)(F)F)c2)o1 the results were HePTP inh -17.9.
COc1ccccc1C1(CC(=O)O)CCOC(C)(C)C1 (configuration not stated) was read as BAP1 inh 97.6 and HePTP inh -5.6.

Structural class: the compounds so far with two or more sulfur atoms
For Cc1ccc(/C=C/C2=Cc3c(sc(NC(=O)CSc4n[nH]c(N)n4)c3C#N)C(C)(C)C2)o1 the results were HePTP inh 3.1.
For O=C(O)CNS(=O)(=O)c1ccc(Br)s1 the results were BAP1 inh 99.6 and HePTP inh -6.1.
Screening CCc1cc(C)cc(OCCOc2ccc([N+](=O)[O-])cc2/C=C2/SC(=S)N(C)C2=O)c1 returned HePTP inh -24.0.

(continued)
CSc1ncccc1C(=O)OCC(=O)NC1CCS(=O)(=O)C1 (configuration not stated) was read as BAP1 inh 92.9 and HePTP inh 5.7.
Screening O=C(Nc1ccc2c(c1)oc1ccccc12)c1cc2ccccc2o1 returned HePTP inh 11.5.
Cc1ccc(OCCCn2ccnc2)c(Cl)c1 was read as HePTP inh -9.6.
`O=C(Nc1ccccc1)Nc1nnc(CSCc2ccc(Cl)cc2)s1` gave HePTP inh -7.4.
Screening CCOC(=O)c1sc(-n2[nH]c(C)cc2=O)nc1C returned BAP1 inh 117.5 and HePTP inh 3.6.
`CN(C)c1nc(OCCNC(=O)Nc2ccccc2)nc(N(C)C)n1` gave BAP1 inh 55.4 and HePTP inh 9.2.
Screening Cc1ccc(C(C)C)c(OCC(=O)Nc2ncc(S(=O)(=O)c3ccc([N+](=O)[O-])cc3)s2)c1 returned HePTP inh 5.4.
For O=C(O)C1CCCCC1C(=O)NCCC1=CCCCC1 (configuration not stated) the results were HePTP inh 0.1.
Screening CC1CCN(c2c(NCc3ccc(C(=O)N4c5ccccc5CC4C)cc3)c(=O)c2=O)CC1 (configuration not stated) returned BAP1 inh 110.2 and HePTP inh 9.6.
O=C(Nc1ccc(Cl)cc1)Nc1nnc(-c2cccs2)s1 was read as HePTP inh 3.5.
Screening COc1ccc(N(CC(=O)N/N=C/c2cc(Br)c(C)o2)S(=O)(=O)c2ccc(NC(C)=O)cc2)cc1 returned HePTP inh 8.0.
Cc1ccc(C)c(-n2cc(-c3ccccc3)[nH]c2=S)c1 was read as BAP1 inh 69.5.
`COC(=O)C1=C(C)N(C)C(C)=C(C(=O)OC)C1c1cccc([N+](=O)[O-])c1` gave BAP1 inh 88.8 and HePTP inh -6.8.
COc1ccc(S(=O)(=O)NCCCN2CCOCC2)c2ccccc12 was read as BAP1 inh 96.5 and HePTP inh 12.2.
`Cc1ccc(-c2nc3nc4ccccc4nc3n2Cc2ccco2)cc1` gave HePTP inh 3.7.
For O=S(=O)(NCc1ccc2c(c1)OCO2)c1ccc(Br)cc1 the results were HePTP inh -7.5.
`COc1nc(/C(N)=N/O)nc(N2CCCCC2)n1` gave BAP1 inh 95.8 and HePTP inh 4.7.
For CCC(C(=O)NC1CCCC1)N(Cc1ccc2c(c1)OCO2)C(=O)c1snc(C(N)=O)c1N (configuration not stated) the results were BAP1 inh 111.6 and HePTP inh 8.1.
For COc1ccc(C(=O)N2CCN(Cc3ccc(SC)cc3)CC2)cc1 the results were HePTP inh 9.7.
`CCOC(=O)c1sc2nc(C)cc(C)c2c1N` gave BAP1 inh 79.1 and HePTP inh 4.2.
`CCOC(=O)C1=C(C)OC(N)=C(C#N)C1c1ccc(OC)cc1` (configuration not stated) gave HePTP inh 6.2.
Screening Nc1nnc(Cc2ccccc2F)s1 returned HePTP inh 7.3.
For COC(=O)c1c(NC(=O)c2ccc(C)c(C)c2)sc2c1CCCCC2 the results were HePTP inh -3.3.
CC1(C)CC(=O)C2=C(C1)Nc1ccccc1NC2c1ccc(-c2ccc([N+](=O)[O-])cc2Cl)o1 (configuration not stated) was read as BAP1 inh 73.8.
Screening CC(=O)Cc1cc(O)c2ccccc2c1OC(=O)c1ccccc1 returned HePTP inh -3.0.
`Cc1ccc(N=Cc2cccc(C)c2O)c(O)c1` gave HePTP inh -5.6.
For COc1cccc(N(CC(=O)Nc2cc(C)ccc2C)S(=O)(=O)c2ccccc2)c1 the results were HePTP inh 5.2.
`COc1ccc(CC(=O)Nc2cccc(Br)c2)cc1OC` gave HePTP inh -4.8.
For CCOC(=O)c1ccc(Cn2c(-c3ccccc3)nnc2-c2ccccc2)o1 the results were BAP1 inh 120.4 and HePTP inh 9.8.
Screening CCCCCCc1ccc(-c2ncc(N)cn2)cc1 returned BAP1 inh 151.0 and HePTP inh 11.1.
`CCSc1nc2sc3c(c2c(=O)n1-c1ccc(OC)cc1)CCC3` gave HePTP inh 5.0.
`COc1cccc(-c2nc(CS(=O)(=O)CC(=O)NCc3ccccc3OC)c(C)o2)c1` gave BAP1 inh 88.3 and HePTP inh -6.4.
`CC(=O)NC(=O)c1cc2ccccc2oc1=Nc1cccc(F)c1` gave BAP1 inh 67.1.
`O=C1c2oc3ccccc3c(=O)c2C(c2ccccn2)N1Cc1ccccc1` (configuration not stated) gave BAP1 inh 112.9 and HePTP inh 0.2.
For COc1ccc(-c2cc(=O)oc3c(C)c(OC(C)=O)ccc23)cc1 the results were HePTP inh -11.3.
CC(=O)NCc1nc2ccccc2n1Cc1ccccc1F was read as HePTP inh -1.5.

Among those listed so far, 4 contain an aryl thioether with sulfur outside any ring.
For Cc1ccc(/C=C/C2=Cc3c(sc(NC(=O)CSc4n[nH]c(N)n4)c3C#N)C(C)(C)C2)o1 the results were HePTP inh 3.1.
CSc1ncccc1C(=O)OCC(=O)NC1CCS(=O)(=O)C1 (configuration not stated) was read as BAP1 inh 92.9 and HePTP inh 5.7.
For COc1ccc(C(=O)N2CCN(Cc3ccc(SC)cc3)CC2)cc1 the results were HePTP inh 9.7.
`CCSc1nc2sc3c(c2c(=O)n1-c1ccc(OC)cc1)CCC3` gave HePTP inh 5.0.

New compounds follow.
Cc1ccc(Cn2nnc3c(=O)n(CC(=O)NCc4ccco4)cnc32)cc1 was read as BAP1 inh 104.3.
`CC(C)(C)c1ccc(C(=O)N/N=C/c2ccc(O)cc2)cc1` gave HePTP inh -6.1.
Screening COc1ccc(N2CCN(c3oc(COc4ccccc4Cl)nc3C#N)CC2)cc1 returned BAP1 inh 64.0 and HePTP inh -1.7.
CCOC(=O)Cc1csc(NC(=O)CCc2ccc(S(=O)(=O)N3CCOCC3)cc2)n1 was read as BAP1 inh 92.6 and HePTP inh 6.8.
Screening Cc1ccc(NC(=O)CS(=O)(=O)c2cn(C)c3ccccc23)c(C)c1 returned BAP1 inh 97.9 and HePTP inh 4.9.
Screening CSc1nnc2c(n1)OC(c1ccncc1)Nc1ccccc1-2 (configuration not stated) returned HePTP inh -3.8.
`CCCCCOC(=O)CSc1nnc(-c2ccccc2)o1` gave HePTP inh -7.0.
COc1cc(C(=O)Nc2ccccn2)cc(OC)c1OC was read as BAP1 inh 170.0 and HePTP inh 0.8.
Screening O=C(NCc1ccccn1)C(C(=O)c1ccc(F)cc1)n1ccccc1=O (configuration not stated) returned BAP1 inh 94.4 and HePTP inh -1.8.
`COc1ccc(CN2CCN(Cc3cccc([N+](=O)[O-])c3)CC2)c(OC)c1` gave HePTP inh -9.7.
Screening O=C(CN1CCOCC1)Nc1ccc(-c2nc3ccccc3[nH]2)cc1 returned BAP1 inh 108.5 and HePTP inh -0.9&4.3.
For COC(=O)c1ccc(NC(=O)CN(c2ccc(OC)cc2)S(C)(=O)=O)cc1 the results were BAP1 inh 100.4 and HePTP inh 7.0.
COc1ccc(-c2nnc(-c3sc4ccccc4c3Cl)o2)cc1 was read as HePTP inh 9.2.
For Cc1cc(Cl)ccc1OCC(=O)NCCC(=O)O the results were BAP1 inh 98.5 and HePTP inh 5.2.
`OC(COC1CCCCC1)Cn1c2ccccc2c2ccccc21` (configuration not stated) gave HePTP inh 4.4.
Screening Fc1ccccc1Cn1nnc2c(-n3ccnc3)ncnc21 returned BAP1 inh 101.7 and HePTP inh -3.3.
`CCN(CC)c1ccc(C=Nc2ccc(S(N)(=O)=O)cc2)cc1` gave HePTP inh 10.4.
Screening CCCOc1ccc(Cl)cc1/C=C(/C#N)c1nc2ccc(C)cc2[nH]1 returned HePTP inh 4.2.
`Cc1c(NC(=O)C(c2ccccc2)c2ccccc2)cccc1[N+](=O)[O-]` gave HePTP inh 1.1.
`CCSc1nc2c(C)c(O)c(C)cc2[nH]1` gave HePTP inh 5.4.
`Fc1ccc(NC(=S)Nc2ccccn2)cc1` gave HePTP inh -8.9.
Screening CC(C)C(=O)Nc1cc(C(F)(F)F)cc(C(F)(F)F)c1 returned HePTP inh 0.6.
`Cc1nc2c(oc3ccccc32)c(=O)o1` gave BAP1 inh 120.0&160.3 and HePTP inh 11.1.
CC(=O)NC(c1ccco1)c1ccc2cccnc2c1O (configuration not stated) was read as BAP1 inh 107.1&98.2 and HePTP inh 2.5.
For O=C1CC2c3ccccc3C1C1C(=O)N(CC34CC5CC(CC(C5)C3)C4)C(=O)C21 (configuration not stated) the results were HePTP inh -1.5.
Screening CCC1C(=O)N=C(SCC(=O)Nc2ccccn2)NC1=O (configuration not stated) returned HePTP inh -1.4.
Screening CC1(C)N=C(c2ccc(Cl)cc2Cl)C(=O)N1 returned BAP1 inh 107.2 and HePTP inh 2.2.
COc1ccc(-c2nc(C#N)c(N3CCN(c4cccc(Cl)c4)CC3)o2)cc1OC was read as HePTP inh 0.5.
CC(=O)c1cc(C(=O)CC(=O)Nc2ccc([N+](=O)[O-])cc2)sc1Nc1ccccc1 was read as HePTP inh -2.7.
For CCNC(=O)C(=O)Nc1ccc(OCC)cc1 the results were HePTP inh -12.5.
Screening CCCCn1c(SCC(N)=O)nnc1-c1ccco1 returned BAP1 inh 101.5 and HePTP inh -5.0.
`Cc1ccc(S(=O)(=O)N(CC(O)CN2CCCCC2)c2cccc3ccccc23)cc1` (configuration not stated) gave HePTP inh 11.8.
Screening CCOC(=O)CSc1nc(C)c2cc(OC)ccc2n1 returned BAP1 inh 228.7 and HePTP inh 2.4.
CCCCOc1ccc(/C(O)=C2/C(=O)C(=O)N(CCCOC)C2c2ccncc2)cc1C (configuration not stated) was read as BAP1 inh 87.6 and HePTP inh 7.7.
Screening Cc1ccnc(SCC(=O)Nc2sc3c(c2C#N)CCCC3)n1 returned BAP1 inh 87.0 and HePTP inh 0.5.
For COCCCn1cnc2c(c1=O)c1nc3ccccc3nc1n2-c1ccccc1 the results were BAP1 inh 147.5 and HePTP inh -0.5.
Screening COc1ccc2c(c1OC)C(=O)N1N=C(c3ccc(I)cc3)CC21 (configuration not stated) returned HePTP inh -3.9.
Screening COC(=O)c1ccccc1NC(=O)c1noc2c1CCCC2 returned BAP1 inh 109.2 and HePTP inh 6.6.
For Cc1ccc(-n2c(C)nc3c(cnn3-c3ccc(F)cc3)c2=O)cc1 the results were BAP1 inh 96.0 and HePTP inh -6.0.
`CCOC(=O)N1CCC(N(CCOC)C(=O)Nc2ccc(CC)cc2)CC1` gave BAP1 inh 91.4 and HePTP inh 3.1.
CCOC(=O)c1[nH]c(C)c(C(=O)Nc2ccc3c(c2)OCCO3)c1C was read as BAP1 inh 93.7 and HePTP inh 4.1.
`Cc1ccc(C)c(NC(=O)CN(c2cc(Cl)cc(Cl)c2)S(C)(=O)=O)c1` gave HePTP inh -7.6.
Screening O=C(CSc1nc(O)c(C(c2ccccc2)c2ccccc2)c(=O)[nH]1)N1CCOCC1 returned HePTP inh 5.1.
`CCN(CC)c1ccc2cc(C(=O)O)c(=O)oc2c1` gave BAP1 inh 67.7 and HePTP inh -1.0.
`COc1ccc(-c2noc(/C=C/c3ccccc3)n2)cc1` gave HePTP inh 2.0.
